Tau ThT inhib: inhibitors of human tau fibril formation, thioflavin T binding. hit rate 2.1% among 270,000. Potency, µM (titrated, usually from 57.4 µM), for inactives: at the top dose activity, negative = inhibition, actives largely listed as inhibitors. recombinant tau K18 P301L, heparin-induced fibrillization, ThT fluorescence. P10636; note: % is set by controls: 0 for no effect and ±100 for the full control effect; nearly all actives have a fitted effect of over 55% in size
Target sequence (P10636 561-689 P618L limits assumed): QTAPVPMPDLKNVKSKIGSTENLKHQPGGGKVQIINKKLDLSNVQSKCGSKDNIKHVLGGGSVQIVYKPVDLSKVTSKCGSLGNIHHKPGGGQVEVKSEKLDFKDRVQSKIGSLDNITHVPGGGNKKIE
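Heparin-induced fibrillization of the P301L-mutant K18 repeat-domain fragment of human tau was followed by ThT binding in quantitative high-throughput format.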
Tau FP inhib: tau fibrillization inhibition (FP); AID 1468; K18 P301L tau heparin fibrillization, Alexa594 FP, 6 h; Potency, µM (titrated, usually from 57.7 µM), inactives show top-dose activity, negative = inhibition, most hits filed as inhibitors; P10636; hit rate 0.39% among 280,000; note: % is set by controls: 0 for no effect and ±100 for the full control effect; nearly all actives have a fitted effect of over 55% in size
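Steps: dispense K18 P301L tau (15 uM plus 0.24 uM Alexa 594 tracer, final) in pH 7 sodium acetate; add compound; add heparin (20 uM final); incubate 6 hr, 37 C; add ThT (30 uM final); after 1 hr ambient, read FP.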
Tau fluor cs: counter-screen for tau fibril formation inhibitors. tau K18 P301L (four-repeat tau fragment) Alexa594 fluorescence, heparin fibrillization. Potency, µM (doses to about 57.7 µM), for the others: at the highest dose activity change, negative = decrease. hit rate 0.93% among 280,000. AID 1463; note: % is set by controls: 0 for no effect and ±100 for the full control effect; nearly all actives have a fitted effect of over 55% in size
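Human K18 P301L tau (15 uM unlabeled plus 0.24 uM Alexa 594-labeled, final) in 100 mM sodium acetate pH 7 was mixed with compound and 20 uM heparin and incubated 6 hr at 37 C.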
GLA spleen mod: inhibitors or activators of human alpha-galactosidase in spleen homogenate; human spleen homogenate, 4MU-alpha-Gal fluorescence, 40 min; Potency, µM (titrated, usually from 80 µM), inactives show at the highest dose activity change, negative = inhibition, usual class: inhibitors; hit rate 0.008% among 240,000; AID 2107;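 note: 0% = enzyme with vehicle and -100% = no enzyme basal signal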
Target sequence (P06280 32-429 limits assumed): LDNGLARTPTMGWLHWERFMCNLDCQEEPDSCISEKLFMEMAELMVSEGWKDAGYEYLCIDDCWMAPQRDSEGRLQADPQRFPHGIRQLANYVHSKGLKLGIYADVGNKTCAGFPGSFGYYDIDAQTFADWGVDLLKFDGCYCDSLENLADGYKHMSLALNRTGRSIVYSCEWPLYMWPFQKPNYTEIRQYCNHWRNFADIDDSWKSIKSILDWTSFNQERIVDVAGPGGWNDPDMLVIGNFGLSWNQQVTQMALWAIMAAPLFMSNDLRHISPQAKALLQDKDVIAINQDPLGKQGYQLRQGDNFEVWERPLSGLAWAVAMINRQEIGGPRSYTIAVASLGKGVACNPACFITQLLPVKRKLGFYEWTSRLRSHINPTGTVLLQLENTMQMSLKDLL
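Inhibition or activation of alpha-galactosidase in human spleen homogenate is scored by 4-MU fluorescence after 40 min at 37C, pH 5.0, with 1 mM substrate. AC50s come from concentration-response fitted to the Hill equation.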
GAA glycogen mod: alters human alpha-glucosidase cleavage of glycogen; hit rate 0.38% among 300,000; P10253; recombinant GAA, glycogen substrate, Amplex Red glucose oxidase fluorescence; Potency, µM (highest dose often 76.4 µM), for inactives: top-dose activity change, negative = inhibition, actives largely listed as inhibitors; AID 2100;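 note: 0% = full enzyme reaction and -100% = no-enzyme basal signal; the screen sought inhibitors and activators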
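Natural-substrate format: glycogen cleavage by 4 nM human enzyme, glucose read by Amplex Red coupling (Ex 573, Em 610 nm). Normalized to enzyme and no-enzyme controls.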
HTT ATP protect: Huntington cell model cytoprotection by ATP luminescence; PC12 HTT-Q103 induced, cytoprotection, ATP luminescence, 40 h; Potency, µM (highest dose often 56.4 µM), without a hit: cytoprotection (ATP increase), hits mostly activators; hit rate 0.14% among 230,000;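 note: % of control where 0% means no effect; nearly all actives have a fitted effect of over 45% in size; toxic huntingtin expression switched on by the ecdysone agonist tebufenozide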
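PC12 cells with ecdysone-inducible HTT exon 1 Q103-GFP, induced with 100 nM tebufenozide and co-treated with library compounds in a dose series (1536-well, 1500 cells/well). Cytoprotection read as ATP content by ATPlite luminescence.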
GAA inhib: alpha-glucosidase (human) inhibition | P10253 | purified human GAA, 4-MU-alpha-glucoside fluorescence | Potency, µM (top dose mostly 76.9 µM), for inactives: top-dose activity change, negative = inhibition, usual class: inhibitors | hit rate 0.005% among 200,000;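 note: plate controls were uninhibited enzyme wells for no effect and no-enzyme background for full effect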
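Endpoint fluorogenic read: 20 min room-temperature reaction of 4 nM human alpha-glucosidase with 400 uM 4-methylumbelliferyl-alpha-D-pyranoside, pH 5.0, quenched with 1M NaOH/1M glycine pH 10. AC50 from Hill modeling.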
GAA spleen mod: inhibits or activates alpha-glucosidase in human spleen homogenate; hit rate 0.006% among 240,000; Potency, µM (top dose mostly 79.9 µM), for inactives: top-dose activity change, negative = inhibition, most hits filed as inhibitors; human spleen homogenate, 4-MU-alpha-glucoside fluorescence; P10253;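 note: 0% = enzyme with vehicle and -100% = no enzyme basal signal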
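Enzyme source: human spleen homogenate, 1 ug/well. Buffer 50 mM citric acid/K phosphate pH 5.0, 0.01% Tween-20. 4-MU-alpha-glucoside 1 mM; 37 C x 40 min; NaOH/glycine stop; fluorescence.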
* marks the source's active call; other numbers are inactive results; ? = inconclusive; . = not tested or not shown; [ ] = another dose, or the depositor's remark. Calls come from the whole dose curve; as a rule, active = well fitted curve in the direction sought with a large enough effect; inconclusive = small, poorly fitted or top-dose-only effect, or another doubt; inactive = no such curve, though single readings can be large; an effect the other way counts as inactive or inconclusive. Potency is the fitted concentration of half-maximal effect. Not a hit list, and some 3.3% of all compounds hit somewhere here.

The line under a structure holds: Tau ThT inhib, Tau FP inhib, Tau fluor cs, GLA spleen mod, GAA glycogen mod, HTT ATP protect, GAA inhib, GAA spleen mod
- CCC(=O)N1CCc2cc(Br)cc(S(=O)(=O)NCc3cccc(OC)c3)c21
    ?, -5%, -20%, ., -6%[76.3 µM], ., ., .
- O=C(COC(=O)c1ccc(Br)o1)Nc1nc2c(F)c(F)c(F)cc2s1
    -15%, -11%, -22%, 1%, 4%, -1%[10 µM], -16%, -1%
- COc1ccc(C2CC(=O)c3c(O)cc(O)cc3O2)cc1O (configuration not stated)
    ?, 0%, -18%, 3%, ., ., ., -6%
- CCOC(=O)c1sc2nc3c(SCC(=O)O)cc(C(=O)c4ccccc4O)cn3c(=O)c2c1C
    ?, 1%, -3%, 7%, 3%, ., -16%, 10%
- Cc1cc(C)n2c(SCCC(C)C)nnc2n1
    -6%, 1%, 1%, 23%, -2%, -3%, 0%, -11%
- CC1(C)S[C@@H]2[C@H](NC(=O)COc3ccccc3)C(=O)N2[C@H]1C(=O)O
    -11%, -5%, -7%, -2%, ., ?, ., -7%
- CCN(CC(=O)Nc1ccc(NC(C)=O)cc1)CC(=O)Nc1ccccc1C(=O)c1ccccc1
    -7%, 1%, -8%, -9%, -2%, -11%[10 µM], -3%, -5%
- Cc1ccc(CNC(=O)/C=C/c2ccc(S(=O)(=O)N3CCOCC3)cc2)cc1
    7%, 9%, 3%, 6%, 1%, 1%[10 µM], -8%, 1%
- O=C(/C=C/c1ccccc1Cl)Nc1cccc(O)c1
    10%, -7%, ?, 4%, 2%, -36%[inhibitor], -3%, 6%
- O=C(O)C1CCN(C(=O)c2ccccc2C(=O)N2CCC(C(=O)O)CC2)CC1
    -11%, 1%, -5%, -5%, -5%, 7%, -1%, 2%
- COc1cc2ccccc2cc1C(=O)NCC(c1cccs1)N(C)C (configuration not stated)
    -12%, 6%, -1%, -2%, -8%, -167%[inhibitor], -4%, -1%
- CCc1c(C)c2cc3c(c(C)c2oc1=O)OCN(CCc1ccccc1F)C3
    ?, 7%, ?, ., 12%[76.3 µM], ., ., .
- O=C(c1ccco1)N1CCN(c2nc(C(F)(F)F)nc3c2nnn3Cc2ccccc2)CC1
    -12%, 1%, -10%, -20%, -10%, 35%[10 µM], ?, -20%
- COc1ccc(Cl)cc1NC(=O)CNc1ccc(F)cc1C
    -14%, 9%, ?, -19%, -8%, 17%[10 µM], -16%, -20%
- CNC(=O)c1ccccc1F
    -4%, -3%, -5%, 13%, 4%, 4%, ?, -9%
- Cn1c(NCCCO)nc2ccccc21
    0%, -2%, -10%, -15%, 3%, 2%, -6%, 2%
- O=C(N/N=C/c1ccco1)c1cc(-c2cccc(Br)c2)nc2ccccc12
    1%, ?, -25%, -3%, 9%, ., -6%, 1%
- O=C1CN=C(Nc2ccc(Cl)cc2)N1c1ccccc1
    -1%, 4%, 0%, 5%, 6%, -30%, 2%, 8%
- COc1ccc(CC2C(=O)Nc3ccc(Br)cc32)cc1OC (configuration not stated)
    -14%, -9%, -14%, ., 13%[76.3 µM], ., ., .
- CN(C)S(=O)(=O)c1ccc(C(=O)NCc2cccs2)cc1
    -2%, 2%, -4%, -6%, 3%, -5%, -12%, -9%
- CC[C@H](C)/C=C(C)/C=C/C(=O)Cc1cc(O)c(C)c(O)c1C=O
    ?, 3%, ?, 2%, -3%, -7%[10 µM], ., 3%
- COc1cc(C(=O)NCC(=O)N/N=C(/C)c2cccs2)cc(OC)c1OC
    -4%, 7%, 0%, -7%, 8%, 14%[10 µM], 6%, -3%
- Cc1ccc(C)c(NC(=O)Cn2ccn(-c3ccc(F)cc3)c(=O)c2=O)c1
    -17%, -4%, -11%, ., -25%[76.3 µM], ., ., .
- COCCNC(=S)N/N=C(\C)c1cccc([N+](=O)[O-])c1
    -11%, -7%, -10%, 8%, -16%, 9%[10 µM], -7%, 1%
- Cc1cccc(C(=O)Nc2cc3c(cc2N2CCCCC2)n(C)c(=O)n3C)c1
    ?, 9%, -19%, ., -7%[76.3 µM], ., ., .
- Cc1nn(C)cc1CNC(=O)c1cccc(Cl)c1
    -4%, 4%, -3%, 3%, 3%, 6%, -4%, -4%
- CCOC(=O)C1(Cc2ccccc2)CCN(Cc2ccc3c(c2)OCCO3)CC1
    -8%, 8%, -5%, 11%, -6%, -4%[10 µM], ?, 4%
- COCCCNC(=O)c1oc2ccc(S(=O)(=O)N(C)C3CCCCC3)cc2c1C
    3%, ?, ?, 0%, -22%, 6%, 12%, -5%
- CCOC(=O)c1cccc(NC(=O)CN(c2ccc(C)cc2)S(=O)(=O)c2c(C)noc2C)c1
    -8%, 3%, -23%, 1%, -9%, -51%[inhibitor], 0%, 4%
- Cc1cccc(N2C(=O)CC(SC(=Nc3ccccc3)Nc3ccccc3)C2=O)c1 (configuration not stated)
    -3%, ?, ?, -3%, -5%, ., -4%, -6%

For convenience, part of the list above:
The line under a structure holds: Tau ThT inhib, Tau FP inhib, Tau fluor cs, GLA spleen mod, GAA glycogen mod, HTT ATP protect, GAA inhib, GAA spleen mod
- CCc1c(C)c2cc3c(c(C)c2oc1=O)OCN(CCc1ccccc1F)C3
    ?, 7%, ?, ., 12%[76.3 µM], ., ., .
- O=C(c1ccco1)N1CCN(c2nc(C(F)(F)F)nc3c2nnn3Cc2ccccc2)CC1
    -12%, 1%, -10%, -20%, -10%, 35%[10 µM], ?, -20%
- COc1ccc(Cl)cc1NC(=O)CNc1ccc(F)cc1C
    -14%, 9%, ?, -19%, -8%, 17%[10 µM], -16%, -20%
- CNC(=O)c1ccccc1F
    -4%, -3%, -5%, 13%, 4%, 4%, ?, -9%
- Cn1c(NCCCO)nc2ccccc21
    0%, -2%, -10%, -15%, 3%, 2%, -6%, 2%
- O=C(N/N=C/c1ccco1)c1cc(-c2cccc(Br)c2)nc2ccccc12
    1%, ?, -25%, -3%, 9%, ., -6%, 1%
- O=C1CN=C(Nc2ccc(Cl)cc2)N1c1ccccc1
    -1%, 4%, 0%, 5%, 6%, -30%, 2%, 8%
- COc1ccc(CC2C(=O)Nc3ccc(Br)cc32)cc1OC (configuration not stated)
    -14%, -9%, -14%, ., 13%[76.3 µM], ., ., .
- CN(C)S(=O)(=O)c1ccc(C(=O)NCc2cccs2)cc1
    -2%, 2%, -4%, -6%, 3%, -5%, -12%, -9%
- CC[C@H](C)/C=C(C)/C=C/C(=O)Cc1cc(O)c(C)c(O)c1C=O
    ?, 3%, ?, 2%, -3%, -7%[10 µM], ., 3%
- COc1cc(C(=O)NCC(=O)N/N=C(/C)c2cccs2)cc(OC)c1OC
    -4%, 7%, 0%, -7%, 8%, 14%[10 µM], 6%, -3%
- Cc1ccc(C)c(NC(=O)Cn2ccn(-c3ccc(F)cc3)c(=O)c2=O)c1
    -17%, -4%, -11%, ., -25%[76.3 µM], ., ., .
- COCCNC(=S)N/N=C(\C)c1cccc([N+](=O)[O-])c1
    -11%, -7%, -10%, 8%, -16%, 9%[10 µM], -7%, 1%

Later entries.
The line under a structure holds: Tau ThT inhib, Tau FP inhib, Tau fluor cs, GLA spleen mod, GAA glycogen mod, HTT ATP protect, GAA inhib, GAA spleen mod
- CC(=O)/C(N=Nc1cc(C)ccc1O)=C(\C)O
    -5%, -7%, -12%, 4%, ?, 16%[10 µM], 13%, -6%
- O=C(CSC1=NCCS1)N1CCOCC1
    1%, -2%, 1%, -2%, -10%, 6%, -5%, -2%
- O=C(Nc1cccc(C(F)(F)F)c1)c1cnc2n(c1=O)CCS2
    -9%, -6%, -8%, 2%, -10%, -10%, -6%, 2%
- COc1ccc2c(c1)c(=O)oc1c(C)c(OCc3cc(C(=O)O)oc3C)ccc12
    -1%, 1%, -3%, 0%, 10%, ., 5%, 6%
- O=C(/C=C/c1cccc([N+](=O)[O-])c1)NCCN1C(=O)S/C(=C\c2ccc(F)cc2)C1=O
    ?, -6%, -9%, 6%, 7%, 13%[10 µM], 5%, 3%
- Cc1ccc(-n2cc(C(=O)c3ccc(N4CCN(C)CC4)cc3)nn2)cc1Cl
    -9%, 6%, -13%, 2%, -13%, -19%, ?, -7%
- COCCNC(=O)c1c(C)cc(C)cc1C
    1%, -6%, 1%, 6%, -7%, -47%[inhibitor], 6%, 0%
- CCC(=O)c1c[nH]c(C(=O)NCC2CCCO2)c1 (configuration not stated)
    -9%, 3%, -3%, -1%, -2%, 10%[10 µM], 9%, -2%
- COc1ccccc1NC(=O)c1oc2ccccc2c1NC(=O)COc1ccccc1OC
    16%, ?, -5%, ., 14%[76.3 µM], ., ., .
- N#Cc1c(Sc2ncc(C(F)(F)F)cc2Cl)nsc1C/C=N\OCc1c(F)cccc1Cl
    ?, -6%, ?, 5%, -3%, 24%, ?, -1%
- COc1cc2c(cc1OC)C1C(=O)c3c(cc4c(c3O)C=CC(C)(C)O4)OC1CO2 (configuration not stated)
    -17%, 0%, -26%, 24%, ., ., ., 12%
- Cc1onc(-c2c(Cl)cccc2Cl)c1C(=O)N1CCc2ccccc21
    -8%, -10%, -20%, -8%, 6%, 4%[10 µM], 7%, 0%
- N#CCCN(Cc1cccnc1)C(=S)NC(=O)c1ccco1
    6%, 0%, 2%, 10%, -4%, -7%[10 µM], -13%, 9%
- Cc1ccc(C(C#N)c2ccc(Cl)nn2)cc1 (configuration not stated)
    -1%, 0%, 7%, 5%, ?, 25%[10 µM], 3%, -1%
- CC(C)(C)c1ccc(C(=O)Nc2ccc(O)c3c(=O)cc(-c4cccc(Cl)c4)oc23)cc1
    -14%, -2%, -17%, 1%, 7%, -19%[10 µM], ., -4%

A second format for two compounds above.
compound | Tau ThT inhib | Tau FP inhib | Tau fluor cs | GLA spleen mod | GAA glycogen mod | HTT ATP protect | GAA inhib | GAA spleen mod
Cc1onc(-c2c(Cl)cccc2Cl)c1C(=O)N1CCc2ccccc21 | -8% | -10% | -20% | -8% | 6% | 4%[10 µM] | 7% | 0%
N#CCCN(Cc1cccnc1)C(=S)NC(=O)c1ccco1 | 6% | 0% | 2% | 10% | -4% | -7%[10 µM] | -13% | 9%
